Screens as filed in PubChem BioAssay.
LMPTP inh – LMPTP (human) inhibition | inhibition, % at 20 µM | P24666 | AID 651560 | recombinant LMPTP-A, OMFP fluorogenic substrate, fluorescence intensity | 360,000 compounds, 0.22% hits;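 active = compounds that cut the enzyme signal by at least half of the control window in the single-dose screen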;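 also: plate controls were DMSO wells with enzyme plus substrate for no effect and substrate without enzyme for full effect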
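material = LMPTP-A | quantity = 0.625 nM enzyme | reagent = OMFP substrate, 400 µM final | buffer or medium = Bis-Tris pH 6.0, DTT, detergent | detection = endpoint fluorescence intensity from OMFP dephosphorylation | dosing = single 20 µM dose | read-out basis = % inhibition relative to no-enzyme and uninhibited control wells | control set = no-enzyme and uninhibited controls | timing = 50 min at room temperature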
SUMO1-SIM PPI – modulators of human SUMO1-mediated protein-protein interactions | P63165 | SUMO1 binding to a labelled peptide, TR-FRET, 1 h | inhibition, % at 20 µM | 360,000 compounds, 0.33% hits; in the data active = inhibition above about 37%
Rin1 Abl inh – blocks binding of human Rin1 to Abl; P00519+Q13671; TR-FRET Rin1/Abl binding, biochemical; inhibition, % at 7.35 µM; 360,000 compounds, 0.4% hits; AID 588664; in the data active = inhibition above about 5%, passing the limit was not always enough
CSN inh – inhibitors of human CSN-mediated cullin deneddylation. inhibition, % at 12.5 µM. Purified CSN, SCF-Nedd8-OG deneddylation, fluorescence polarization. AID 651999. 360,000 compounds, 0.38% hits;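 active = pattern-corrected inhibition above about 35%, with an unprinted fluorescence ratio check between 0.5 and 1.5, limit read from the data, passing the limit was not always enough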;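 also: 0% = enzyme with substrate and 100% = substrate without enzyme; some results filed as inactive read as strong as hits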
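Test system: Human Csn5 produced in HEK293T cells | Compound: 12.5 µM single point | Times: 90 min, room temperature | Signal: Fluorescence polarization readout | Read-out basis: % inhibition of substrate cleavage by Csn5 | Controls: no-enzyme wells high, enzyme-with-substrate wells low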
NadD block – blocks S. aureus nicotinate mononucleotide adenylyltransferase; purified NadD enzyme, colorimetric absorbance read-out; inhibition, % at 20 µM; 360,000 compounds, 0.78% hits; AID 602399; in the data active = inhibition above about 26%; also: some compounds past the cut are filed as inactive
DNMT1 inh – inhibitors of human DNMT1; P26358; DNMT1 molecular beacon, Hinp1I cleavage, fluorescence; inhibition (reported as % activation of signal), % at 10 µM; 360,000 compounds, 0.83% hits; in the data active = inhibition above about 50%
STEP block – inhibitors of human striatal-enriched phosphatase STEP. inhibition, % at 20 µM. recombinant STEP, OMFP fluorogenic substrate, fluorescence. 360,000 compounds, 0.25% hits;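 active = inhibition at 20 µM, scaled per plate between control wells, above about 37%, limit read from the data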;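 also: 0% = DMSO with enzyme and substrate and 100% = substrate only without enzyme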
Target sequence (P54829 whole entry, looked up): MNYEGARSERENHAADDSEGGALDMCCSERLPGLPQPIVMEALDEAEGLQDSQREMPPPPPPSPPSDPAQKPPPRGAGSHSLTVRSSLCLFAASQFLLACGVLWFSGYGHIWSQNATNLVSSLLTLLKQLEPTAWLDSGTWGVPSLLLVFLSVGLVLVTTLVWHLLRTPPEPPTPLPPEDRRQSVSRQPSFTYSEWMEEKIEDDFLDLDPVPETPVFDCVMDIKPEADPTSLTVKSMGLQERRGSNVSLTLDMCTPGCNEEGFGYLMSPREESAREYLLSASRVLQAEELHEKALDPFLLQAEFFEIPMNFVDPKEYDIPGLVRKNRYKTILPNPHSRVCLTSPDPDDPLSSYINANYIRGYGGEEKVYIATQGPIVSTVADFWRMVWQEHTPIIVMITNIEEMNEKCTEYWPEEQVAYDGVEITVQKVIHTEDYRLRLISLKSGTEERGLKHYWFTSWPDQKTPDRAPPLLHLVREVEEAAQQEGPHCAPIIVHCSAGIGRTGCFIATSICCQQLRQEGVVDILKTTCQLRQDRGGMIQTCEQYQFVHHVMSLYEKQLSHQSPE
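Measure: Control-normalized % inhibition with plate pattern correction | Test system: STEP phosphatase, cell-free reaction | Medium: pH 6.0 Bis-Tris with DTT and Tween 20 | Technique: Fluorescence, 480/540 nm | Times: Reaction 20 min, ambient temperature | Doses: Single compound dose of 20 µM, 1% DMSO final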
Rpn11 inh – inhibitors of human proteasome Rpn11; human 26S proteasome, Ub4-pepOG fluorescence polarization; 20S core pre-blocked with epoxomicin; calls only at 20 µM; 360,000 compounds, 0.59% hits;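 active = inhibition at 20 µM, scaled to each plate's controls, above about 33%, limit read from the data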
Target sequence (O00487 whole entry, looked up): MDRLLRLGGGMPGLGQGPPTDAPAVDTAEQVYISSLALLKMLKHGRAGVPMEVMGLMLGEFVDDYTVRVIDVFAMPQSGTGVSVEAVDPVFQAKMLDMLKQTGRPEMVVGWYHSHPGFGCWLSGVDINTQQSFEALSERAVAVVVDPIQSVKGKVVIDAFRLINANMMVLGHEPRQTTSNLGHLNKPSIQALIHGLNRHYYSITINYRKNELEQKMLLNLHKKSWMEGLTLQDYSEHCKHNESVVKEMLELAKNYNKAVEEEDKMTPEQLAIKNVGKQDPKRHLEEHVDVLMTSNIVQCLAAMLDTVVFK
Neddyl block – inhibitors of human cullin neddylation; P61081+Q13564; TR-FRET cullin neddylation, biochemical; calls only at 25 µM; 360,000 compounds, 0.58% hits; AID 651699; in the data active = inhibition above about 36%
Scp1 inh – Scp-1 (human) phosphatase inhibition. Q9GZU7. Recombinant Scp1, phosphopeptide, malachite green phosphate absorbance. inhibition, % at 20 µM. 340,000 compounds, 0.88% hits;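 active = inhibition above about 50% at 20 µM, limit read from the data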;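 also: plate controls were DMSO wells with enzyme for no effect and wells lacking enzyme for full effect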
Target sequence (Q9GZU7 76-261 limits assumed): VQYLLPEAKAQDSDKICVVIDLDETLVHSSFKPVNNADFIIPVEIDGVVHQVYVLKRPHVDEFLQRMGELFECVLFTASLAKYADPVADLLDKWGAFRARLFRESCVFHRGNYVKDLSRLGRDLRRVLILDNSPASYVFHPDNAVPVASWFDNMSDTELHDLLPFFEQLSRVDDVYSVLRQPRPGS
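System: SCP-1 catalytic domain; Reagent: Phospho 17-mer peptide substrate; Doses: one concentration, 20 µM, with 1.0% DMSO; Incubation: 45 min room-temperature reaction, 5 min colour, 30 min stabiliser; Signal: Phosphate-binding colour reagent, absorbance read at 630 nm.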
* hit, by the source's call.

Screening COC(=O)C1C(=O)/C(=C(/C)N2CCCC2)C(=O)CC1(C)C (stereo not given) returned LMPTP inh -1.4, SUMO1-SIM PPI -0.7, Rin1 Abl inh 1.4, CSN inh -1.9, NadD block 2.1, DNMT1 inh 0.1, STEP block 0.1, Rpn11 inh inactive, Neddyl block inactive and Scp1 inh -14.3.
CC(C)c1ccc(OCC(O)Cn2cnc3ccccc32)cc1 (stereo not given) was read as LMPTP inh -0.1, SUMO1-SIM PPI -0.5, Rin1 Abl inh -0.7, CSN inh 1.1, NadD block -3.9, DNMT1 inh -2.8, STEP block -1.4, Rpn11 inh inactive, Neddyl block inactive and Scp1 inh -6.9.
`C/C(=N\NC(=O)c1ccccc1O)c1ccc(NC(=O)c2ccccc2)cc1` gave LMPTP inh 11.2, SUMO1-SIM PPI -6.7, Rin1 Abl inh 4.8, CSN inh -1.1, NadD block 2.7, DNMT1 inh 1.5, STEP block 35.6, Rpn11 inh inactive, Neddyl block inactive and Scp1 inh 67.5*.
CCn1c(C)nc2cc(C(N)=O)ccc21 was read as LMPTP inh -2.5, SUMO1-SIM PPI -1.4, Rin1 Abl inh 1.1, CSN inh -7.0, NadD block -5.6, DNMT1 inh 1.3, STEP block -0.3, Rpn11 inh inactive, Neddyl block inactive and Scp1 inh -4.5.
`CCOc1ccc(NC(=O)C2C3CCC4C(CCC32)C4(Cl)Cl)cc1` (stereo not given) gave LMPTP inh -0.3, SUMO1-SIM PPI -0.4, Rin1 Abl inh 1.0, CSN inh -2.4, NadD block 3.0, DNMT1 inh 17.5, STEP block -1.7, Rpn11 inh inactive, Neddyl block inactive and Scp1 inh 3.8.
CCN1CCN(CC(=O)N2CCCC(C(=O)c3ccc(Oc4ccccc4)cc3)C2)CC1 (stereo not given) was read as LMPTP inh -0.3, SUMO1-SIM PPI -0.6, Rin1 Abl inh 1.4, CSN inh 4.8, NadD block -4.9, DNMT1 inh -0.3, STEP block -1.1, Rpn11 inh inactive, Neddyl block inactive and Scp1 inh -11.8.
`CCCC1=NN2C(=N)/C(=C\c3cc(C)n(-c4cccc(C)c4)c3C)C(=O)N=C2S1` gave LMPTP inh -1.4, SUMO1-SIM PPI -2.5, Rin1 Abl inh 4.3, CSN inh 2.0, NadD block 53.0*, DNMT1 inh 55.5*, STEP block -1.1, Rpn11 inh inactive and Scp1 inh -4.4.
Screening O=C(CN1CCN(S(=O)(=O)c2ccc(F)cc2)CC1)NC1CC1 returned LMPTP inh -0.3, SUMO1-SIM PPI 2.9, Rin1 Abl inh -1.5, CSN inh 1.1, NadD block -2.2, DNMT1 inh 0.8, STEP block 1.8, Rpn11 inh inactive, Neddyl block inactive and Scp1 inh -5.0.
Cc1cc(C)c2nc(NC(=O)[C@@H](NC(=O)c3cccc(S(=O)(=O)N4CCOCC4)c3)C(C)C)sc2c1 was read as LMPTP inh 2.2, SUMO1-SIM PPI 3.2, Rin1 Abl inh -0.9, CSN inh 1.6, NadD block 8.5, DNMT1 inh -10.2, STEP block -1.1, Rpn11 inh inactive, Neddyl block inactive and Scp1 inh -4.9.
COc1cc(C2c3[nH]c4ccccc4c3C[C@H]3C(=O)N(C4CC4)CC(=O)N23)ccc1OC(C)C (stereo not given in full) was read as LMPTP inh 0.1, SUMO1-SIM PPI -2.2, Rin1 Abl inh -1.3, CSN inh 2.3, NadD block -0.8, DNMT1 inh -1.5, STEP block 3.6, Rpn11 inh inactive, Neddyl block inactive and Scp1 inh 0.1.
CCOc1ccccc1NC(C)C(=O)NC(=O)NC1CCCCC1 (stereo not given) was read as LMPTP inh -0.6, SUMO1-SIM PPI 2.6, Rin1 Abl inh 3.8, CSN inh -1.5, NadD block -8.3, DNMT1 inh -2.3, STEP block -0.8, Rpn11 inh inactive, Neddyl block inactive and Scp1 inh -2.8.
O=C(c1ccccc1)N1N=C(C(F)(F)F)CC1(O)c1ccccc1 (stereo not given) was read as LMPTP inh -0.2, SUMO1-SIM PPI 9.5, Rin1 Abl inh -1.0, CSN inh 4.2, NadD block -5.0, DNMT1 inh 1.7, STEP block -0.3, Rpn11 inh inactive, Neddyl block inactive and Scp1 inh -0.6.

The closing two entries of the part above open the next one:
CCOc1ccccc1NC(C)C(=O)NC(=O)NC1CCCCC1 (stereo not given) was read as LMPTP inh -0.6, SUMO1-SIM PPI 2.6, Rin1 Abl inh 3.8, CSN inh -1.5, NadD block -8.3, DNMT1 inh -2.3, STEP block -0.8, Rpn11 inh inactive, Neddyl block inactive and Scp1 inh -2.8.
O=C(c1ccccc1)N1N=C(C(F)(F)F)CC1(O)c1ccccc1 (stereo not given) was read as LMPTP inh -0.2, SUMO1-SIM PPI 9.5, Rin1 Abl inh -1.0, CSN inh 4.2, NadD block -5.0, DNMT1 inh 1.7, STEP block -0.3, Rpn11 inh inactive, Neddyl block inactive and Scp1 inh -0.6.
`Cc1c(-n2c(SCC(=O)C(C)(C)C)nc3ccccc3c2=O)c(=O)n(-c2ccccc2)n1C` gave LMPTP inh -0.9, SUMO1-SIM PPI -0.4, Rin1 Abl inh 3.0, CSN inh -7.3, NadD block 3.0, DNMT1 inh -2.6, STEP block -5.9, Rpn11 inh inactive, Neddyl block inactive and Scp1 inh -0.7.
Screening CCCc1cc(=O)[nH]c(SCC(=O)N2CCC(C(=O)OCC)CC2)n1 returned LMPTP inh -0.6, SUMO1-SIM PPI -1.9, Rin1 Abl inh -1.2, CSN inh -2.4, NadD block 5.1, DNMT1 inh 3.0, STEP block -1.9, Rpn11 inh inactive, Neddyl block inactive and Scp1 inh -0.4.
Screening CCc1nc(SCC(=O)Nc2nnc(C(C)C)s2)n[nH]1 returned LMPTP inh -0.6, SUMO1-SIM PPI -1.3, Rin1 Abl inh 3.6, CSN inh -2.1, NadD block 9.2, DNMT1 inh 5.1, STEP block -0.5, Rpn11 inh inactive, Neddyl block inactive and Scp1 inh -5.2.
For COc1ccc(N2C(=O)C(Cl)=C(Nc3ccccc3O)C2=O)cc1 the results were LMPTP inh 2.1, SUMO1-SIM PPI -16.1, Rin1 Abl inh -0.9, CSN inh 0.8, NadD block 0.3, DNMT1 inh 0.8, STEP block 2.6, Rpn11 inh inactive, Neddyl block inactive and Scp1 inh -8.9.
`CCOc1cc(/C=N/NC(=O)C(=O)NCc2cccnc2)ccc1O` gave LMPTP inh -1.3, SUMO1-SIM PPI -9.2, Rin1 Abl inh 2.4, CSN inh -11.2, NadD block -2.7, DNMT1 inh 1.8, STEP block 0.4, Rpn11 inh inactive, Neddyl block inactive and Scp1 inh -0.9.
O=C(c1cc(-c2ccc(Cl)s2)nc2ccccc12)N1CCCC1 was read as LMPTP inh 1.2, SUMO1-SIM PPI -5.9, Rin1 Abl inh 1.7, CSN inh -0.1, NadD block -9.3, DNMT1 inh -1.2, STEP block 0.6, Rpn11 inh inactive and Scp1 inh -4.8.
O=C(Nc1nc(-c2cccnc2)cs1)c1cccc([N+](=O)[O-])c1 was read as LMPTP inh 13.8, SUMO1-SIM PPI -4.3, Rin1 Abl inh 0.1, CSN inh 0.4, NadD block 11.0, DNMT1 inh -0.8, STEP block 1.2, Rpn11 inh inactive, Neddyl block inactive and Scp1 inh -2.5.
O=C1CC(c2ccccc2)n2nc(NC(=O)c3cccs3)nc2N1 (stereo not given) was read as LMPTP inh -1.2, SUMO1-SIM PPI 0.2, Rin1 Abl inh 1.4, CSN inh 6.1, NadD block 5.2, DNMT1 inh 2.9, STEP block 2.8, Rpn11 inh inactive, Neddyl block inactive and Scp1 inh -2.6.
`COCCn1c(C)cc(C(=O)COC(=O)c2c(C)nn(Cc3ccccc3)c2C)c1C` gave LMPTP inh 1.4, SUMO1-SIM PPI 1.6, Rin1 Abl inh 1.6, CSN inh 2.5, NadD block 2.0, DNMT1 inh -17.6, STEP block 6.6, Rpn11 inh inactive, Neddyl block inactive and Scp1 inh -7.6.
O=C(CSc1nnc(-c2cccc(Br)c2)o1)N1CCNC1=O was read as LMPTP inh -1.6, SUMO1-SIM PPI 7.6, Rin1 Abl inh -1.2, CSN inh -1.9, NadD block -1.6, DNMT1 inh -1.0, STEP block -0.5, Rpn11 inh inactive, Neddyl block inactive and Scp1 inh -4.8.
For COc1ccccc1C(=O)NNC(=O)c1ccc(NC(=O)C(C)C)cc1 the results were LMPTP inh -2.5, SUMO1-SIM PPI -2.1, Rin1 Abl inh -4.2, CSN inh 1.2, NadD block -3.1, DNMT1 inh 0.6, STEP block -2.4, Rpn11 inh inactive, Neddyl block inactive and Scp1 inh -7.1.
CC(C)CN(C(=O)CN(C)CC(=O)Nc1ccc(Cl)c(C(F)(F)F)c1)c1c(N)n(CC(C)C)c(=O)[nH]c1=O was read as LMPTP inh 0.1, SUMO1-SIM PPI 1.0, Rin1 Abl inh 1.9, CSN inh -5.2, NadD block 5.7, DNMT1 inh -3.8, STEP block 0.4, Rpn11 inh inactive, Neddyl block inactive and Scp1 inh 0.5.
For CC1(c2nnnn2Cc2ccccc2)CCC(=O)N1CCc1ccccc1F (stereo not given) the results were LMPTP inh -0.8, SUMO1-SIM PPI -7.1, CSN inh 5.8, NadD block 0.0 and Neddyl block inactive.
For COc1ccc(CN2C(=O)CSCC2(C)C(=O)Nc2c(C)cccc2C)cc1OC (stereo not given) the results were LMPTP inh -1.9, SUMO1-SIM PPI 4.5, CSN inh -2.9 and Neddyl block inactive.
Screening C=CCN(C(=O)CC(NC(C)=O)c1ccccc1)c1nc(-c2ccc(S(C)(=O)=O)cc2)cs1 (stereo not given) returned LMPTP inh 0.7, SUMO1-SIM PPI -1.8, Rin1 Abl inh 1.1, CSN inh -1.4, NadD block -3.8, DNMT1 inh -10.5, STEP block 2.0, Rpn11 inh inactive, Neddyl block inactive and Scp1 inh 3.6.
Screening O=C(Nc1ccc(Cl)c(Cl)c1)C1CC(=O)N(c2ccc(Br)cc2)C1 (stereo not given) returned LMPTP inh 4.0, SUMO1-SIM PPI 4.1, Rin1 Abl inh 0.0, CSN inh -3.0, NadD block -8.7, DNMT1 inh -9.1, STEP block -1.9, Rpn11 inh inactive, Neddyl block inactive and Scp1 inh -11.6.
Nc1nc(CN2CCN(Cc3ccccc3)CC2)nc(Nc2ccc3c(c2)OCCO3)n1 was read as LMPTP inh -0.9, SUMO1-SIM PPI 3.1, Rin1 Abl inh -2.4, CSN inh 1.3, NadD block -2.7, DNMT1 inh -0.5, STEP block -0.8, Rpn11 inh inactive, Neddyl block inactive and Scp1 inh -3.4.
CCOC(=O)C1=C(C)c2ccccc2OC1(CC)C(=O)OCC (stereo not given) was read as LMPTP inh 0.4, SUMO1-SIM PPI -1.8, Rin1 Abl inh -1.8, CSN inh 2.3, NadD block -2.5, DNMT1 inh 0.1, STEP block -0.2, Rpn11 inh inactive, Neddyl block inactive and Scp1 inh -6.6.
`COc1ccc(Nc2nnc(SCC(=O)Nc3cc(C)on3)s2)cc1` gave LMPTP inh -2.2, SUMO1-SIM PPI -3.0, Rin1 Abl inh -1.8, CSN inh 0.2, NadD block -0.4, DNMT1 inh 40.0, STEP block -6.5, Rpn11 inh inactive, Neddyl block inactive and Scp1 inh 1.1.
